Bioassay records (PubChem)
JMJD2E inh: inhibitors of human JMJD2E histone demethylase | B2RXH2 | JMJD2E catalytic domain, FDH-coupled NADH fluorescence (FDH is formaldehyde dehydrogenase) | Potency, µM (series often up to 57.1 µM), for inactives: at the highest dose activity change, negative = inhibition, hits mostly inhibitors | actives 1.6% (n = 230,000) | AID 2147; active = well fitted inhibition curve with a large enough effect, not every such curve was filed as active; inconclusive = small, poorly fitted or top-dose-only effect, or another doubt; inactive = no such curve, though single readings can be large or run the other way;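 note: 0% = wells with enzyme and -100% = buffer wells without enzyme; nearly all actives have a fitted effect of over 50% in size; many of its hits are not listed in these tables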
GAA inh: alpha-glucosidase (human) inhibition | Potency, µM (top dose mostly 76.9 µM), for inactives: top-dose activity change, negative = inhibition, most hits filed as inhibitors | P10253 | AID 1466 | actives 0.005% (n = 200,000) | purified human GAA, 4-MU-alpha-glucoside fluorescence;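 note: plate controls were uninhibited enzyme wells for no effect and no-enzyme background for full effect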
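Fluorescence at Ex 365/Em 440 nm from 4-methylumbelliferone reported enzyme activity after 20 min at room temperature. Reactions used 4 nM enzyme and 400 uM substrate at pH 5.0; curves fitted with the Hill equation.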
GAA spleen mod: inhibits or activates alpha-glucosidase in human spleen homogenate; P10253; human spleen homogenate, 4-MU-alpha-glucoside fluorescence; Potency, µM (highest dose often 79.9 µM), without a hit: top-dose activity change, negative = inhibition, actives largely listed as inhibitors; actives 0.006% (n = 240,000);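 note: 0% = enzyme with vehicle and -100% = no enzyme basal signal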
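Enzyme source: human spleen homogenate, 1 ug/well. Buffer 50 mM citric acid/K phosphate pH 5.0, 0.01% Tween-20. 4-MU-alpha-glucoside 1 mM; 37 C x 40 min; NaOH/glycine stop; fluorescence.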
ALDH1A1 inh: ALDH1A1 (human) enzyme inhibition. P00352. Purified ALDH1A1, NADH fluorescence, propionaldehyde substrate. Potency, µM (titrated, usually from 75.3 µM), inactives show at the highest dose activity, negative = inhibition, most hits filed as inhibitors. actives 7.3% (n = 220,000). AID 1030; active = well fitted inhibition curve with a large enough effect, not every such curve was filed as active; inconclusive = small, poorly fitted or top-dose-only effect, or another doubt; inactive = no such curve, though single readings can be large or run the other way;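 note: plate controls were no enzyme wells and a reference inhibitor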
Target sequence (P00352 whole entry, looked up): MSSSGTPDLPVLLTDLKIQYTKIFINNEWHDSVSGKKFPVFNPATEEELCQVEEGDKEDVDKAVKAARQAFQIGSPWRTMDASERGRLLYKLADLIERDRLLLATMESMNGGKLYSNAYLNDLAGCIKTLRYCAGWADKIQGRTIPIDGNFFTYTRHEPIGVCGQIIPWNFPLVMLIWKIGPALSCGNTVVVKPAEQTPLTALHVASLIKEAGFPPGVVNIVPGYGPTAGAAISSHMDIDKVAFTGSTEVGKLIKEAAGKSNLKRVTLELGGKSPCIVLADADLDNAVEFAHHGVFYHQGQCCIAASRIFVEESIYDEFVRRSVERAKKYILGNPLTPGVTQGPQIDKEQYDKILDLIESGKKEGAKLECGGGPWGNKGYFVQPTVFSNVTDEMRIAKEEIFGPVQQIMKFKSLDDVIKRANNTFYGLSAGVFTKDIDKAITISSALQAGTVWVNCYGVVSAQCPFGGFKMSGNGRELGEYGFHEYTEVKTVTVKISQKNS
GLA spleen mod: inhibits or activates alpha-galactosidase in human spleen homogenate | P06280 | human spleen homogenate, 4MU-alpha-Gal fluorescence, 40 min | Potency, µM (top dose mostly 80 µM), inactives show at the top dose activity change, negative = inhibition, most hits filed as inhibitors | actives 0.008% (n = 240,000) | AID 2107;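 note: 0% = enzyme with vehicle and -100% = no enzyme basal signal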
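Human spleen homogenate (1 ug) as enzyme source, 4-methylumbelliferyl-alpha-D-galactopyranoside 1 mM final, citrate/phosphate pH 5.0 with 0.01% Tween-20. Compounds 40 min at 37C, NaOH/glycine stop; fluorescence Ex 365/Em 440, Hill-fit AC50.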
GoLoco inh red: blocks human Gai1 binding to RGS12 GoLoco peptide, red readout | Potency, µM (highest dose often 61.6 µM), for inactives: top-dose activity, negative = inhibition, usual class: inhibitors | actives 0.44% (n = 230,000) | P63096 | Gai1:RGS12 GoLoco peptide FP, rhodamine, 10 min; active = well fitted inhibition curve with a large enough effect, not every such curve was filed as active; inactive = no such curve, though single readings can be large or run the other way; note: % is set by controls: 0 for no effect and ±100 for the full control effect; nearly all actives have a fitted effect of over 30% in size; many of its hits are not listed in these tables
Target sequence (P63096 whole entry, looked up): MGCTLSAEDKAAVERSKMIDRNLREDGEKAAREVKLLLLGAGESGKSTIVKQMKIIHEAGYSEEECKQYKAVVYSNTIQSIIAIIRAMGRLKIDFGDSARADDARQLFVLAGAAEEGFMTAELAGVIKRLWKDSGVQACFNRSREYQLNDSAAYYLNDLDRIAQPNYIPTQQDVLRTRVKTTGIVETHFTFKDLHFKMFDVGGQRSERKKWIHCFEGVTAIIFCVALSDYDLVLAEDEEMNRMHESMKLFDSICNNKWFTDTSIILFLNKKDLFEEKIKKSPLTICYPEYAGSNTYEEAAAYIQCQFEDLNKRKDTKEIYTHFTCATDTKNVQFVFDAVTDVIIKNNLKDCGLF
SMN2 splice up: SMN2 splice variant enhancement | actives 2.8% (n = 210,000) | Potency, µM (doses to about 46.1 µM), without a hit: at the top dose activity change, positive = activation, actives largely listed as activators | HEK293 SMN2-luciferase splicing reporter, luminescence, 30-36 h; note: % of control where 0% means no effect; nearly all actives have a fitted effect of over 55% in size
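HEK293 cells carry an SMN2 […]–luciferase reporter in which exon 7 inclusion puts luciferase in frame. Cells were plated 10-12 h before compound addition, then incubated 30-36 h at 37C. ONE-Glo luminescence was read; sodium butyrate at 4.5 mM final served as control.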
GAA glycogen: inhibitors or activators of human alpha-glucosidase glycogen cleavage; recombinant GAA, glycogen substrate, Amplex Red glucose oxidase fluorescence; Potency, µM (highest dose often 76.4 µM), for inactives: at the highest dose activity change, negative = inhibition, actives largely listed as inhibitors; actives 0.38% (n = 300,000);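 note: 0% = full enzyme reaction and -100% = no-enzyme basal signal; the screen sought inhibitors and activators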
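Recombinant human alpha-glucosidase (4 nM final) hydrolysed bovine liver glycogen (30 ug) for 40 min at 37 C in pH 5.0 citrate/phosphate with 0.01% Tween-20. Released glucose detected by glucose oxidase/Amplex Red, Ex 573/Em 610 nm. Compounds up to 77 uM; AC50 from Hill fits.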
Active calls of the source: *; u = inconclusive; x = no result given; & = joins results of further samples; [ ] = another dose, or the depositor's remark. Unless noted, calls come from the whole dose curve; as a rule, active = well fitted curve in the direction sought with a large enough effect; inconclusive = small, poorly fitted or top-dose-only effect, or another doubt; inactive = no such curve, though single readings can be large; an effect the other way counts as inactive or inconclusive. Potency is the fitted concentration of half-maximal effect. These rows are one share of the data; the hit share may differ from the screen's.

SMILES	JMJD2E inh	GAA inh	GAA spleen mod	ALDH1A1 inh	GLA spleen mod	GoLoco inh red	SMN2 splice up	GAA glycogen
CC1(c2nnc(Cc3ccccc3)o2)CC(c2ccc([N+](=O)[O-])cc2)=NO1 (configuration not stated)	-16.3%	x	-1.7%	x	1.2%	-8.3%	x	3.7%
COC(=O)c1[nH]c2cc(OC)c(OC)cc2c1NC(=O)Oc1ccccc1	u	u	-3.3%	u	3.7%	-15.6%	-15.4%	35.5µM*
O=C(COc1ccc(Br)cc1)c1ccc2c(c1)CCCC2	1.7%	-5.8%	-9.0%	9.0%	1.0%	0.3%	-8.3%	-3.5%
O=C(Nc1ccccc1)N1CCN(c2ccc(F)cc2)CC1	-1.0%	0.9%	-3.1%	-4.7%	u	-4.2%	-21.2%	-1.7%
CN1CCc2nc3sc(C(=O)C45CC6CC(CC(C6)C4)C5)c(N)c3cc2C1	-6.0%	-5.9%	-0.4%	u	-5.5%	44.5%[activator]	x	u
Cc1cccc(NC(=O)c2cc(N3CCOCC3)nc3ccccc23)c1	u	u	1.2%	u	9.8%	x	x	6.3%
Cn1nc(C(F)(F)F)cc1C(=O)NC1CCCCCC1	10.4%	8.1%	1.6%	9.1%	-3.9%	14.1%	8.6%	13.3%
O=C(COC(=O)c1ccc(O)cc1)Nc1ccc(Cl)cc1	-0.1%	5.7%	6.9%	8.91µM*	-2.7%	35.7%[activator]	1.3%	-1.4%
Cc1nn(Cc2ccccc2)c2c1C(c1cccc(Cl)c1)C(C#N)=C(N)O2 (configuration not stated)	-0.1%	-6.1%	-2.5%	u	2.7%	3.8%	8.6%	1.7%
NS(=O)(=O)c1ccc(NC(=O)COC(=O)c2cnc(Cl)c(Cl)c2)cc1	-0.7%	-6.9%	-0.9%	20µM*	10.5%	-2.1%	x	0.8%
Cc1ccc([N+](=O)[O-])cc1-c1ccc(/C=N\n2nnnc2N)o1	1.0%	1.3%	-15.5%	-2.9%	5.8%	2.7%	-7.3%	0.4%
COC(=O)c1ccc(NC(=O)C(=O)NCC2CCCO2)cc1 (configuration not stated)	-3.9%	-2.1%	-10.8%	-2.6%	-8.7%	5.2%	19.9%	-4.0%
CS(=O)(=O)N(CC(=O)NCc1ccccn1)Cc1ccc(Cl)cc1	14.2%	1.3%	-3.6%	7.94µM*	-3.8%	-5.9%	-10.3%	-0.6%
COc1ccccc1C1CC(=O)NC(C)=C1C(=O)OCC1CCCO1 (configuration not stated)	7.1%	-6.2%	0.8%	7.1%	7.0%	8.6%	-15.0%	-1.2%
COc1ccc(CCN(C)C(=O)CSc2nnnn2C)cc1OC	1.6%	-4.3%	5.4%	4.9%	-4.9%	-4.2%	15.2%	-10.0%
CCCn1nc(C(=O)OCC(=O)Nc2cccc(OC)c2)c2ccccc2c1=O	2.9%	6.6%	10.5%	-17.4%	1.0%	22.2%	3.6%	-14.9%
COc1ccc(-c2oc(NC(=O)CSc3nncn3C)c(C#N)c2-c2ccc(OC)cc2)cc1	u	-3.0%	-0.4%	u	0.7%	8.6%	-12.5%	-2.3%
Cc1ccccc1NS(=O)(=O)c1ccc(Cl)cc1	-4.6%	u	7.0%	u	-0.2%	6.4%	-0.7%	-8.7%
CSCCC(NC(N)=O)C(=O)Nc1ccc(F)c(Cl)c1 (configuration not stated)	-3.7%	x	-12.1%	x	-0.7%	0.8%	x	-0.3%
Cc1ccc(NC(=O)CSc2nnc(-c3ccncc3)n2C)cc1C	1.2%	3.3%	-0.8%	-13.6%	4.3%	-2.5%	-10.9%	2.5%
CC(=O)NCCNC(=O)CCNC(=O)c1ccc(Cl)cc1	2.1%	2.2%	3.1%	9.1%	10.9%	2.8%	-14.3%	6.1%
CCN(CC)CCCNC(=O)CCC(=O)Nc1ccc2nc(N3CCC(C)CC3)cc(C)c2c1	u	u	u	u	u	10.7%	13.7%	2.5%
Cc1nnc(SCc2cccc(Oc3ccccc3)c2)n1N	-0.9%	-6.6%	1.8%	18.9%	-4.8%	-10.7%	10.4%	-14.4%
CN(C)S(=O)(=O)c1ccc(C(=O)Nc2cccnc2)cc1	-4.0%	5.0%	0.0%	5.7%	-7.2%	-12.2%	-11.2%	-1.1%
NNc1ccc(Cl)nn1	-11.9%	-18.0%	2.3%	17.8µM*	8.3%	-24.7%	x	u
O=C(Nc1nnc(-c2cccc(F)c2)s1)Nc1ccccc1F	-1.2%	u	-0.4%	7.2%	-0.8%	-1.4%	21.6%	-0.8%
CCOC(=O)N1CCC(NC(=O)C2CCCCN2S(=O)(=O)c2ccc(F)cc2)CC1 (configuration not stated)	1.5%	-0.3%[15.4 µM]	5.0%	-1.1%	8.7%	8.1%	-7.1%	-1.2%
COc1ccccc1CCn1c(=O)c(-c2cn(C)c3ccccc23)nc2cncnc21	x	x	6.8%	16.7%	-2.9%	-5.4%	x	x
C/C(=N\NC(=O)c1c(Br)c(C)nn1C)c1ccc(NC(=O)c2ccoc2C)cc1	u	3.7%	-4.6%	u	0.2%	5.9%	9.0%	-14.0%
CCOC(=O)Cc1c(C)nc2cc(-c3ccc(C(C)(C)C)cc3)[nH]n2c1=O	u	-0.8%	3.5%	u	8.7%	4.8%	-4.9%	-5.5%
Brc1ccc(OCCOCCN2CCOCC2)cc1	13.9%	11.3%	-4.0%	8.6%	-4.4%	3.1%	13.9%	4.3%
Nn1c(Cc2cccc3ccccc23)nnc1SCC(=O)NC1CCS(=O)(=O)C1 (configuration not stated)	-3.7%	-2.8%	1.5%	12.1%	6.6%	5.1%	-14.2%	3.2%
N/C(=N\O)c1ccc(Oc2ccccc2Cl)c([N+](=O)[O-])c1	-2.9%	x	4.7%	x	2.0%	7.3%	x	-3.5%
COCCN(CCOC)C(=O)C1CCCN(S(=O)(=O)c2ccc(NC(=O)OC)cc2)C1 (configuration not stated)	4.4%	x	-1.3%	x	0.3%	-7.8%	x	-1.2%
COC(=O)COc1cccc2c(=O)n(CC(=O)N3CCCCC3)ccc12	x	x	-2.3%	x	9.9%	13.6%	x	5.0%
CC(=O)N1CCC2(CC1)CCN(c1ccccc1)CC2	x	x	2.7%	3.6%	-13.3%	-0.1%	-14.0%	x
Cc1c(NC(=O)/C=C/C(=O)O)cccc1[N+](=O)[O-]	-11.3%	-0.9%	-6.3%	25.1µM*	-5.9%	6.0%	-11.8%	1.0%
O=C(O)Cc1ccc(NC(=S)Nc2cccc(Cl)c2Cl)cc1	-14.7%	6.7%	4.4%	u	3.1%	9.0%	-0.6%	-12.8%
Cc1ccc(S(=O)(=O)CCSc2n[nH]c(=O)n2-c2ccccc2)cc1	9.3%	-15.3%	1.3%	20µM*	5.4%	10.3%	x	8.1%
COc1nc(-c2ccccc2Cl)ccc1C#N	-0.6%	3.3%	-14.9%	-5.0%	-23.2%	2.4%	0.4%	-10.2%
CCOC(=O)COc1nc(C)c(Br)c(OC)n1	5.2%	1.2%	-3.6%	7.8%	-12.4%	-3.0%	11.4%	-20.1%
Cc1cc2cc(CN(Cc3ccc4c(c3)OCO4)C(=O)c3ccco3)c(=O)[nH]c2cc1C	u	-0.6%	-4.9%	u	-8.0%	42.0%[activator]	-9.3%	4.2%
CCN(CC)CCC(c1cc(OC)c(OC)c(OC)c1)c1c(OC)cc(OC)c2c(-c3ccccc3)cc(=O)oc12 (configuration not stated)	1.4%	x	-4.8%&1.3%	x	-1.1%&-2.1%	8.6%	x	2.4%
CCCNc1nc(C)cc(-c2cc(-c3ccc(Cl)cc3)on2)n1	-25.4%	x	12.8%	x	2.5%	-2.2%	x	-3.0%
CN(N)c1ccc2c(C(F)(F)F)cc(C(F)(F)F)nc2n1	1.6%	-7.2%	2.8%	-2.3%	12.6%	-2.0%	9.3%	u
COc1cc2c(cc1OC)-c1nnnn1C(C)(C)C2	-16.5%	-6.2%	-3.7%	u	-9.0%	2.1%	-5.7%	4.7%
COC(=O)c1sccc1N/N=C/c1cccc(Oc2ccccc2)c1	u	-2.4%	-4.8%	-7.4%	-1.7%	2.7%	u	0.8%
CCCN(CCC)c1nc(N)c(C#N)c(CC#N)c1C#N	u	-7.3%	-5.2%	2.8%	4.6%	43.1%[activator]	-5.0%	2.4%

Structural class: those above with a COOH group
SMILES	JMJD2E inh	GAA inh	GAA spleen mod	ALDH1A1 inh	GLA spleen mod	GoLoco inh red	SMN2 splice up	GAA glycogen
Cc1c(NC(=O)/C=C/C(=O)O)cccc1[N+](=O)[O-]	-11.3%	-0.9%	-6.3%	25.1µM*	-5.9%	6.0%	-11.8%	1.0%
O=C(O)Cc1ccc(NC(=S)Nc2cccc(Cl)c2Cl)cc1	-14.7%	6.7%	4.4%	u	3.1%	9.0%	-0.6%	-12.8%

The listing continues:
SMILES	JMJD2E inh	GAA inh	GAA spleen mod	ALDH1A1 inh	GLA spleen mod	GoLoco inh red	SMN2 splice up	GAA glycogen
CC1(C)Cc2cccc(OCC(=O)N3CCN(S(=O)(=O)c4ccccc4)CC3)c2O1	0.5%	u	-19.8%	-12.2%	-5.4%	-19.6%	-14.0%	-16.7%
CSc1nc2n(n1)C(c1cccc(F)c1)C(C(=O)Nc1ccc(C)cc1C)=C(C)N2 (configuration not stated)	3.5%	3.3%	-0.1%	-2.6%	-0.2%	9.7%	9.6%	6.3%
N#CC1=C(N)NC(SCC(=O)c2ccc(Cl)cc2)=C(C#N)C12CCCC2	-8.7%	-17.3%	-2.7%	28.2µM*	2.6%	2.2%	-15.2%	-24.1%
CCOc1ccc(C2c3c(oc4ccccc4c3=O)C(=O)N2CCCN2CCOCC2)cc1 (configuration not stated)	u	u	-2.8%	6.31µM*	1.9%	5.5%	x	8.1%
COCCN1C(=O)C(=O)/C(=C(/O)c2ccc(OC(C)C)cc2)C1c1cccnc1 (configuration not stated)	4.2%	1.4%	-0.2%	7.0%	-0.4%	-5.5%	4.9%	-1.3%
Cc1c(C(=O)OCC(=O)Nc2ccc(S(N)(=O)=O)cc2)oc2c1ccc1ccccc12	12.5%	3.0%	-0.1%	0.9%	3.5%	86.3%[activator]	-34.3%[inhibitor]	13.8%
